Assay outcomes: PubChem BioAssay, several laboratories
A340 absorber – compounds absorbing at 340 nm. compound absorbance at 340 nm, fold over control. fold change at 10 µM. 65,000 tested, under 10 active. AID 708;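 active = at 10 µM dose, initial 340 nm absorbance at least 2 fold that of control wells; inactive = change under 2 fold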;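 also: initial absorbance extrapolated from kinetic A340 decline of NADH oxidation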
Hsp90 inh – displaces geldanamycin probe from tumor Hsp90; P07900; NCI-N417 lysate Hsp90, Cy3B-geldanamycin FP displacement; inhibition, % at 30 µM; 64,000 tested, 0.35% active; AID 429;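 active = inhibition above 50%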;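 also: 0% = tracer plus lysate wells and 100% = tracer alone without lysate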
Her2 expr inh – inhibitors of human Her2 kinase expression. P04626. SKBR-3 HER2 protein level, AlphaScreen, 18-24 h; stronger effect = lower value. HER2 level % of control, % at 10 µM. 65,000 tested, 0.69% active. AID 645;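 active = HER2 level under 5% of the carrier-only control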;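 also: 100% = DMSO carrier and 0% = 500 nM PU-H71 HSP90 inhibitor; lower value means stronger loss of Her2 protein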
Fluor 339 460 – intrinsic fluorescence of library compounds, ex339/em460 – biochemical, MLSMR library, data from DPM-DC assay, artefact control, profiling panel. compound autofluorescence, ex339/em460 nm, NADH buffer; stronger effect = higher value; 1 = no-compound wells, NADH background. fluorescence fold increase at 10 µM. 65,000 tested, 5.5% active;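 active = at 10 µM, mean starting fluorescence two-fold or more over control wells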;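 also: signal is the first read of a kinetic run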
PKA kinase inh – blocks human protein kinase A activity; P17612; PKA Kemptide phosphorylation, Kinase-Glo ATP luminescence; inhibition, % at 6 µM; 65,000 tested, 0.1% active;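 active = inhibition above the screen-wide mean inhibition plus 3 SD, cut at about 21% in these data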; also: many of its hits are not listed in these tables
ROCK2 blocker – ROCK2 (human) kinase inhibition; purified ROCK2, Kinase-Glo ATP depletion luminescence; inhibition, % at 6 µM; 60,000 tested, 0.35% active;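 active = inhibition above the screen-wide mean inhibition plus 3 SD, cut at about 18% in these data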;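 also: plate controls were DMSO wells for no effect and Y-27632 control wells after no-enzyme background subtraction for full effect; many of its hits are not listed in these tables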
Cdc25B block – inhibitors of human Cdc25B phosphatase; 65,000 tested, 0.1% active; AID 368; recombinant Cdc25B, OMFP fluorescence Ex485/Em525; inhibition, %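 (compounds tested at 10 µM final in the well)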; P30305; in the data active = inhibition above about 50%
Target sequence (P30305 whole entry, looked up): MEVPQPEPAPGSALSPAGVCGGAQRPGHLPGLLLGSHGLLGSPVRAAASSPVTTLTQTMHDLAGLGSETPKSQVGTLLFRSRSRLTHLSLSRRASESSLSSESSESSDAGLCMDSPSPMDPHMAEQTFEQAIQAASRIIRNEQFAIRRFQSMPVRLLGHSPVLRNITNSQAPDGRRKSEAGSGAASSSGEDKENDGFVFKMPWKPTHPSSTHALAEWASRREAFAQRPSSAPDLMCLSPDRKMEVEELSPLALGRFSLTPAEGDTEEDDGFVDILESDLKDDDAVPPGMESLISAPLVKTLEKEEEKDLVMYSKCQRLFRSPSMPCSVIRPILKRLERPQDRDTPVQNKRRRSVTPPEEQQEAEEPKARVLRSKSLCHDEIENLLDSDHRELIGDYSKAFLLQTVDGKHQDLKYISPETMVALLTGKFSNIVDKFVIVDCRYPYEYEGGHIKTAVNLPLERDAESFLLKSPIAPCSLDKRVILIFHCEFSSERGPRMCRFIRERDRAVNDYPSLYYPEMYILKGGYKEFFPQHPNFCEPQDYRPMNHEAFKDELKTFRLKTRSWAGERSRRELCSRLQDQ
JNK3 blocker – blocks human JNK3 kinase activity; 60,000 tested, 0.61% active; inhibition, % at 8 µM; purified JNK3 kinase activity, HTS; in the data active = inhibition above about 17%;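 also: 0% = DMSO and 100% = reference inhibitor; many of its hits are not listed in these tables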
DUSP1 inh – inhibitors of human MKP-1 phosphatase; recombinant MKP-1, OMFP hydrolysis fluorescence; 65,000 tested, 0.15% active; inhibition, %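 (compounds tested at a single concentration somewhere between 10 and 100 µM)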; P28562; AID 374;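 active = inhibition above about 50%, limit read from the data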;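 also: 0% = DMSO max control wells and 100% = wells with enzyme stopped by NaOH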
Target sequence (P28562 whole entry, looked up): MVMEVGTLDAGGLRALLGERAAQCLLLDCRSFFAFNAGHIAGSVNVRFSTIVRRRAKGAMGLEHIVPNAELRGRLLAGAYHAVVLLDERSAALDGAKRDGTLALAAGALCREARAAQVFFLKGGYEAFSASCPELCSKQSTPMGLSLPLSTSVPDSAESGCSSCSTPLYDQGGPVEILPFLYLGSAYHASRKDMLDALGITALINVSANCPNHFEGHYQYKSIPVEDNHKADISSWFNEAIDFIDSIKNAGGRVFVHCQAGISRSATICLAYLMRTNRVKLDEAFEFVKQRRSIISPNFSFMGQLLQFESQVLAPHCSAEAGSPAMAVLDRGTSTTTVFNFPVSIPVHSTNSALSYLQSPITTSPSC
Starred values were filed as active, the others as inactive; nt = not tested or not shown; & = joins results of further samples. This is a subset; rates above refer to the full screens.

SMILES	A340 absorber	Hsp90 inh	Her2 expr inh	Fluor 339 460	PKA kinase inh	ROCK2 blocker	Cdc25B block	JNK3 blocker	DUSP1 inh
Cc1ccc(OCC(=O)NCCN2CCN(C(=O)COc3ccc(C)cc3)CC2)cc1	0.98	1	111	0.98	-7	0	-3	9	-8
c1ccc2c(CCNCc3ccc4c(c3)OCO4)c[nH]c2c1	0.99	-2	89	1.1	4	9	-6	1	-32
CCN(CC)CCN=Cc1c(O)n(C2CCCCCC2)c(=O)[nH]c1=O	1	-1	82	1.1	-1	2	0	4	-14
O=C1C2CCCN2C(c2cccnc2)N1c1ccc(Cl)cc1 (stereo not drawn)	1	-2	76	1.1	5	5	6	0	8
O=C1NCN(c2ccccc2)C12CCNCC2	1	-1	95	1.1	-6	-10	-9	-7	15
CC(=NCCN1CCCCC1)c1c(O)n(Cc2ccccc2)c(=O)[nH]c1=O	1	-5	113	1.2	4	2	0	-2	17
CCCCc1nc2ccccc2c(=O)n1-c1ccccc1O	1.1	0	128	1.1	5	5	-33	3	-27
O=C(c1sc2ccccc2c1Cl)N1CCC2(CC1)OCCO2	1	-3	116	1	5	6	-6	-3	-1
CC1CCC(C(=O)NC(C(=O)N2CCC3(CC2)OCCO3)C(C)C)CC1 (stereo not drawn)	0.97	-3	128	1	9	7	-1	6	4
C=Cn1ccnc1P(=S)(c1cc(N(CC)CC)ns1)c1nccn1C=C	1.1	nt	85	1.1	3	nt	-1	nt	5
CCc1nnc(NC(=O)CCc2nc(C3=CCN(C)CC3)no2)s1	1	0	65	1.1	8	3	11	0	0
CC(=O)C1C2c3ccccc3OC1(C)N=c1s/c(=C/c3cn(C)nc3C)c(=O)n12 (stereo not drawn)	1.3	0	73	1.1	13	9	-14	3	26
CCOC(=O)N1CCN(C(C)C(=O)c2c[nH]c3ccccc23)CC1 (stereo not drawn)	1.1	-4	117	1.2	8	5	1	-3	18
COc1cc2c(cc1OC)C(C(=O)N1CCC3(CC1)OCCO3)C(c1ccccc1F)N(C)C2=O (stereo not drawn)	1	nt	100	1	0	nt	nt	nt	nt
O=c1cccc2n1CC1CC2CN(C(c2ccccc2)c2sc3ncnn3c2O)C1 (stereo not drawn)	1.1	-2	107	1.1	-2	2	-16	6	7
CC1(C)C(c2ccccc2)=NC(c2cccnc2)=[N+]1[O-]	1.1	-5	102	1.1	5	4	-1	-1	-5
CCOc1ccccc1-n1c(O)c(C=Nc2c(C)n(C)n(-c3ccccc3)c2=O)c(=O)[nH]c1=O	1.2	-5	101	1	1	5	-24	-6	-27
Cc1nc2ccc(Cl)cn2c1P(=S)(N1CCOCC1)N1CCOCC1	1.1	nt	62	1.1	-2	nt	-14	nt	9
CC12CCCCC1N(O)CN2O (stereo not drawn)	0.97	2	91	0.98	6	5	-7	3	-17
Fc1ccccc1N1CCN(Cc2ccc3c(c2)OCO3)CC1	1.1	-1	97	1.1	-7	-1	5	-12	4
O=C(c1ccc2c(c1)OCO2)N1CCC2(CC1)OCCO2	0.98	nt	112	1.1	0	-2	-4	-3	3
CCOc1ccc(Cc2c(O)[nH]c(=O)[nH]c2=O)cc1	0.92	0	216	1.1	5	6	-28	1	-18
Cn1c2ccccc2c2c(C(=O)N3CCC4(CC3)OCCO4)cn(C3CCCC3)c(=O)c21	1.1	-5	115	2.1*	9	nt	4	nt	4
CNP1(NC)=NC(C(F)(F)F)=NC(C(F)(F)F)=N1	0.99	-1	84	1	-5	0	3	-12	10
CCOP(=S)(OCC)SCOC(=O)NCC(=O)OC	1	-1	114	1.1	10	3	-3	2	6
O=C(COc1ccc(Cl)cc1)NC1CN2CCC1CC2 (stereo not drawn)	1	-3	83	1.1	-10	0	-11	5	-10
CCCCSP1(=S)NCCCN1	0.96	-3	130	1	0	-12	-20	-4	-2
CCC1=C(C)C(N2CCOCC2)=NP(N2CCOCC2)(N2CCOCC2)=N1	1.1	nt	94	1.1	-4	nt	-11	nt	9
CCOC(=O)C(O)(c1ccc(N(CC)S(=O)(=O)c2ccccc2)cc1)C(F)(F)F (stereo not drawn)	0.99	-4	85	1.1	9	7	-4	-1	2
Cc1cccc(CN(C)C)c1OC(=O)N(C)C	1	-2	91	1.1	-2	3	2	8	-1
CC(=NCCN1CCCCC1)c1c(O)[nH]c(=O)[nH]c1=O	1	0	89	1.1	-6	-4	4	0	-12
COc1cccc(CN2CCN(C(=O)COc3ccc4ccccc4c3)CC2)c1	1	-1	118	1.1	7	4	13	4	-12
COc1ccc(CN2CCN(c3ccccc3F)CC2)c(OC)c1	1	3	nt	1.1	-1	2	-4	1	-6
Cc1cc(N2C(=O)C3CCCN3C2c2ccc(Cl)c(Cl)c2)no1 (stereo not drawn)	0.99	-2	95	1.1	2	2	8	-5	6
c1ccc(C2NCc3ccccc3-n3cccc32)cc1 (stereo not drawn)	0.97	-1	97	1	7	7	-7	0	-17
COc1ccc(-n2c(SC)nc3ccccc3c2=O)cc1	1	-3	90	1.1	2	-4	1	-2	-22
O=c1[nH]c(O)c(C=NC2CCN(Cc3ccccc3)CC2)c(=O)[nH]1	1	-3	94	1.1	6	8	26	-3	-22
Cc1ccc(C(=O)C2CN3CCC2CC3)cc1 (stereo not drawn)	0.97	-7	119	1.1	5	2	3	-7	-7
O=C(NCC(c1cccnc1)N1CCN(c2ccc(F)cc2)CC1)Oc1ccccc1 (stereo not drawn)	1	-2	84	1.1	0	nt	1	nt	29
CC(NC(C)(C)C)C(=O)c1cccc(Cl)c1 (stereo not drawn)	0.97	0&0	105	1	-1	5	-24	0	-10
COc1ccc(CCN(C)Cc2ccncc2)cc1OC	1.1	0	122	1.1	0	0	-12	5	20
COCc1c(CN)cnc(C)c1N	1	-3	57	1.1	13	6	3	6	36
Cc1cccc(-n2c(CN3C(=O)c4ccccc4C3=O)nc3ccccc3c2=O)n1	1.1	-2	89	1.1	1	2	3	6	5
OCCOCC#CCN1CCOCC1	1	-1	140	0.99	-2	-1	-20	-3	-10
CCOC(=O)N(CC)c1ccc(C(O)(C(=O)OC)C(F)(F)F)cc1 (stereo not drawn)	1.1	-7	96	1.1	-6	-2	-14	-1	0
Cc1ccc(-c2nc3ccccc3c(=O)n2-n2cccc2)cc1	0.99	-3	100	1.1	3	6	-18	-3	-19
OC12CCCCC1C(c1ccccc1)NCC2 (stereo not drawn)	1	nt	79	1.1	10	nt	-10	nt	-4
CCC(=O)N1CC(=O)Nc2ccc(Cl)cc2C1c1ccc(F)cc1 (stereo not drawn)	0.99	0	117	1.1	8	6	-17	-2	-19
CN1CCC(O)(c2ccccc2)C(C(=O)c2ccccc2)C1 (stereo not drawn)	1	-3	72	0.96	13	8	-9	2	5
O=c1[nH]c(=O)n(Cc2ccco2)c(O)c1C=NCc1ccc2c(c1)OCO2	1	-4	131	1.1	4	2	-37	-2	-10
(continued)
SMILES	A340 absorber	Hsp90 inh	Her2 expr inh	Fluor 339 460	PKA kinase inh	ROCK2 blocker	Cdc25B block	JNK3 blocker	DUSP1 inh
O=P1(NCc2ccco2)COc2ccccc2OC1	1	-5	78	0.86	7	5	0	-6	-17
COc1ccccc1N1CCN(Cc2ccc(Br)s2)CC1	1.1	-3	99	1.1	9	6	-13	6	8
CCN1CCN(C(=O)COc2ccc(S(=O)(=O)N(C)Cc3ccccc3)cc2)CC1	0.98	-6	133	0.95	8	6	-11	1	-3
Cc1cc(OCC(=O)NC2CCS(=O)(=O)C2)c2c3c(c(=O)oc2c1)CCC3 (stereo not drawn)	1.1	nt	196	2.2*	10	nt	-3	nt	6
CN1CCN(c2ccc(N)c(N3CCN(C)CC3)c2)CC1	1	15	96	1	9	nt	5	nt	12
CCn1nc(-c2ccccc2)nc2c(=O)n(C)c(=O)nc1-2	0.8	89*	-14*	0.67	4	72*	101*	55*	98*
CC(Oc1ccc(-c2ccccc2)cc1)C(=O)O (stereo not drawn)	0.98	0	148	1.1	-3	-1	2	-2	-5
C=CCn1c(O)c(C(C)=Nc2ccc(N(C)C)cc2)c(=O)[nH]c1=O	1.1	-1	32	1.1	-2	-4	5	-6	-4
COc1cccc(Oc2c(C)oc3cc(OC(=O)N(C)C)ccc3c2=O)c1	1.1	-1	93	1.1	-4	-8	3	2	6
CN(C)c1ccc(N=Cc2c(O)n(CCC3=CCCCC3)c(=O)[nH]c2=O)cc1	1	-3	86	1.1	4	4	-2	3	6
c1ccc(Cn2ccnc2)cc1	0.99	-3	124	0.99	-7	-3	-18	0	2
CCOc1ccccc1-n1c(O)c(C=Nc2ccc(N(CC)CC)cc2)c(=O)[nH]c1=O	1.1	-5	67	1.1	4	2	-20	-11	-27
CSC1=NP(=S)(SC)N(C)c2nc3n(c21)CCC3 (stereo not drawn)	1.1	0	79	1.2	13	4	6	6	8
Cc1ccc2c(c1)CNc1ccccc1O2	1	-1	93	1.1	-2	-1	-3	8	-5
O=c1[nH]c(=O)n(-c2ccc(F)cc2)c(O)c1C=Nc1ccccc1N1CCCC1	1	-3	67	1.7	6	4	3	-7	14
COC(=O)C1C2c3ccccc3OC1(C)N=c1s/c(=C/c3cnn(C)c3C)c(=O)n12 (stereo not drawn)	1.1	-1	79	1	8	4	-7	-3	34
CCCCn1c(O)c(C=NCCCn2ccnc2)c(=O)[nH]c1=O	1	-1	106	1	7	6	-9	10	-12
FC(F)(F)c1ccc2c(c1)nnn2C1CCN(Cc2nnnn2Cc2ccccc2)CC1	1	-3	87	1.1	-4	-2	-19	1	13
CCCCn1c(O)c(C(CC)=NCCCN(C)C)c(=O)[nH]c1=O	1	-4	140	1.1	-1	1	4	-2	-15
Cc1occc1C(=O)N1CCC2(CC1)OCCO2	1	2	99	1.1	-3	-6	-8	-1	20
Cc1cc(N2C(=O)C3CCCN3C2c2ccccc2)no1 (stereo not drawn)	1	-1	81	1.1	0	1	2	-1	-1
CNC(C(=O)c1ccccc1)C(OC)c1ccccc1 (stereo not drawn)	1	-10	117	1.1	4	6	-2	-8	-12
Cc1ccc2c(c1)[C@@H]1CN(C)CC[C@@H]1N2C(=O)Nc1cccc(C(F)(F)F)c1	0.99	-3	119	1	-11	-8	4	-3	-8
CN1C(=O)C(C2(C#N)CCCCC2)C(=O)N(C)C1=O	1.1	-1	nt	1.1	8	8	-10	2	-4
CC1=CC(=O)NP(=O)(Oc2ccc3ccccc3c2)N1 (stereo not drawn)	1	-2	51	1.1	9	8	-10	-1	20
CC1CN=C(Nc2ccccc2)S1 (stereo not drawn)	1.1	-2	91	1.2	11	6	-2	-3	3
CCCC1=C(C(=O)OCC)C2(C(=O)Nc3ccc(C)cc32)C(C#N)=C(N)O1 (stereo not drawn)	1	-12	86	1.1	4	2	4	-8	3
O=C(CSc1ccccc1)N1CCC2(CC1)OCCO2	1	-4	93	1	6	7	-11	0	1
CCOC(=O)c1c(N)n(CCN2CCCCC2)c2nc3ccccc3nc12	1.1	-9	71	4.9*	9	6	-7	-7	4
